# PREPL inh: inhibitors of human prolyl oligopeptidase-like enzyme PREPL | Q4J6C6 | hit rate 0.68% among 320,000 | recombinant PREPL, fluorescence polarization activity-based probe | AID 2751 | inhibition, % at 5.96 µM; in the data active = inhibition above about 43%;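 note: 0% = enzyme with DMSO and 100% = wells lacking enzyme; many of its hits are not listed in these tables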
# Efflux pump mplx: inhibitors of Candida antifungal efflux pumps expressed in yeast | S. cerevisiae Candida pump triplex, Nile Red efflux | inhibition, % at 10 µM | hit rate 0.44% among 330,000 | AID 485275;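 active = plate passing quality check with inhibition over a set limit, or well fluorescence over plate mean plus 4 SD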;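 note: Nile Red retained in pooled yeast measured as flow cytometry median fluorescence; 0% = buffer negative control and 100% = Enniatin B positive control; higher means more Nile Red kept so more efflux inhibition; some compounds called inactive have numbers as strong as hits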
# PP1 counter: counter-screen for PP5 inhibitors: inhibitors of human PP1-alpha; AID 2235; hit rate 0.9% among 320,000; purified PP1alpha, OMFP fluorescence; inhibition, % at 6.7 µM;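 active = inhibition above the mean inhibition of all tested compounds plus 3 SD, computed separately for each screening campaign, cut at about 15% in these data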
# Target sequence (P62136 whole entry, looked up): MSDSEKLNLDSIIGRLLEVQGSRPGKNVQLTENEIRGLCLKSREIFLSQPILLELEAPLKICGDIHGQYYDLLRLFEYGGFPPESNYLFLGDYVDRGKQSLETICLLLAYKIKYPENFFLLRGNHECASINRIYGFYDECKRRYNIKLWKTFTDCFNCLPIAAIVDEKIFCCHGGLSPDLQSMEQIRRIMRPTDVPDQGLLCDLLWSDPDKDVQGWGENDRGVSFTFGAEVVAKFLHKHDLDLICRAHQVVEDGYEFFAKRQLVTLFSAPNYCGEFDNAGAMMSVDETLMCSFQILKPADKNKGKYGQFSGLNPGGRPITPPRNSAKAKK
# CTSL1 counter: cathepsin L1 inhibition, PFM18AAP counter-screen; recombinant F. hepatica cathepsin L1, Z-Leu-Arg-MCA fluorescence; inhibition, % at 5.96 µM; hit rate 0.49% among 300,000;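 active = inhibition above the mean of all tested compounds plus 3 SD, set per screening campaign, cut at about 17% in these data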;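 note: 0% = plate median of test compound wells and 100% = 1 µM Z-Phe-Ala-diazomethylketone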
# HCV core dimer: HCV core protein dimerization inhibition. TR-FRET GST/Flag-core106 dimerization, 1536-well. inhibition, % at 5 µM. hit rate 0.33% among 300,000;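 active = inhibition above the mean of all tested compounds plus 3 SD, set per screening campaign, cut at about 45% in these data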
#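 Assay system: tagged HCV core106 pair (GST and Flag); medium: KF-containing HEPES buffer, pH 7.45, DTT, CHAPS, BSA; also added: Eu donor and XL665 acceptor anti-tag antibodies; dosing: 5 µM single dose; timing: compound-protein-antibody incubation 4 h at 22.5 °C; signal: TR-FRET 671 and 617 nm emission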
# TPT1 inh: C. albicans TPT1 enzyme inhibition. recombinant caTPT1, FP RNA substrate dephosphorylation. inhibition, % at 5 µM. hit rate 0.81% among 300,000;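 active = inhibition above the mean of all tested compounds plus 3 SD, set per screening campaign, cut at about 24% in these data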;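 note: plate controls were DMSO alone for no effect and ferristatin control at 100 nM for full effect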
# PP5 inh: inhibitors of human protein phosphatase 5 (PP5); P53041; purified PP5c, OMFP substrate fluorescence; inhibition, % at 6.7 µM; hit rate 0.18% among 320,000;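 active = inhibition above the campaign's mean inhibition across all tested compounds plus 3 SD, cut at about 9.5% in these data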;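 note: 0% = DMSO only and 100% = 100 µM cantharidin control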
# JMJD2C inh: human JMJD2C demethylase inhibition; hit rate 0.069% among 330,000; inhibition, % at 2.35 µM; GST-JMJD2C(1-420) H3K9me3 demethylation, DELFIA europium; Q9H3R0; AID 2099;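 active = more than half of a compound's replicate wells show inhibition beyond 50%, single wells judged on their own value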;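 note: signal counts dimethyl H3K9 product captured on neutravidin plate; 0% = median of DMSO wells and 100% = 0.3 times that DMSO median; strong numbers were not always called active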
# Target sequence (Q9H3R0 1-420 limits assumed): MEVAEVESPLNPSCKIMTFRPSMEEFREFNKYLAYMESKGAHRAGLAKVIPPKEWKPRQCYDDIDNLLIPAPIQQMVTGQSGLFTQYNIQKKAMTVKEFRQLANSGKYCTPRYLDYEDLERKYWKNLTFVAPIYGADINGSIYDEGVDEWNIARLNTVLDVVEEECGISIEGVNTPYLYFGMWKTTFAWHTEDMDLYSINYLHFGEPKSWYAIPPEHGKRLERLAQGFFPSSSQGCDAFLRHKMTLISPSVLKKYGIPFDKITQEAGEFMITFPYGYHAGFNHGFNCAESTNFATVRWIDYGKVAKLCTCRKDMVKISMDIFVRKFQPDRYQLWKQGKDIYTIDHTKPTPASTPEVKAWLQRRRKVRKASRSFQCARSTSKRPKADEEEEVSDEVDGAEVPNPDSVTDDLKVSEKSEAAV
# LYPLA2 counter: counter-screen for PME1 inhibitors: inhibitors of human LYPLA2 | hit rate 0.38% among 320,000 | AID 2177 | O95372 | recombinant LYPLA2, FP-Rh probe fluorescence polarization | inhibition, % at 5.9 µM;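 active = inhibition above the screen-wide mean plus 3 SD, limit set per campaign, cut at about 26% in these data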;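 note: 0% = LYPLA2 with DMSO and 100% = wells lacking LYPLA2 enzyme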
# Target sequence (O95372 whole entry, looked up): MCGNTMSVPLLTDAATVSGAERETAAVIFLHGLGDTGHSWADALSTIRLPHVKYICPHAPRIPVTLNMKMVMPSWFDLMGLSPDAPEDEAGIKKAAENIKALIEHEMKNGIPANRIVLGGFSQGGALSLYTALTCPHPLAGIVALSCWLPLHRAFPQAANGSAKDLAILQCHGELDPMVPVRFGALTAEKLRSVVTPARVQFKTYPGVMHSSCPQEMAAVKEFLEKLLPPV
# Active calls of the source: *; x = no result given; & = joins results of further samples. This is a subset; the hit share may differ from the screen's.
SMILES,PREPL inh,Efflux pump mplx,PP1 counter,CTSL1 counter,HCV core dimer,TPT1 inh,PP5 inh,JMJD2C inh,LYPLA2 counter
COc1ccc([C@H]2CC(=O)C=C(c3cc(Cl)cc(Cl)c3)C2)cc1,-17,-0.1,2,x,x,x,3.1,-2,5
O=C(CSc1nc2ccccc2s1)Nn1cnnc1,-4,0.1,1,-2,1,-3,-0.8,-2,-1
COc1ccc(NC(=O)Cn2c(C(C)C)nc(C)cc2=O)cc1Cl,3,0.0,-2,0,0,1,-0.4,20,3
Oc1ccccc1-c1nc2c3ccccc3c3ccccc3c2[nH]1,18,0.1,1,-4,8,2,5.4,-4,36*
CCC1CCCCN1Cc1nc2ccccc2c(=O)n1CC(C)=O (configuration not stated),1,0.1,2,4,-3,0,1.7,5,3
COc1cc(C2=NOC(C(=O)Nc3c(C)n(C)n(-c4ccccc4)c3=O)C2)cc(OC)c1OC (configuration not stated),0,0.0,-3,0,-1,-3,-0.9,2,7
COc1ccc(C(C(=O)NC2CCCCC2)N(C(=O)Cc2c[nH]c3ccccc23)c2ccccc2C)cc1OC (configuration not stated),7,0.3,-3,-3,22,-1,-0.7,9,-1
Cc1ccc(S(=O)(=O)NCc2ccc(C(=O)NCCCN3CCC(Cc4ccccc4)CC3)cc2)cc1,18,0.0,1,3,0,3,-1.2,0,-4
COc1ccccc1NC(=O)CN(c1ccccc1OC)S(=O)(=O)c1ccccc1,-8,0.0,2,-1,11,-1,1.9,5,-2
Nc1ccn(CC(=O)NCCCc2ccccc2)c(=O)n1,18,0.0,0,x,x,x,-1.3,5,11
CC(C)(C)NC(=O)NC12CC3CC(CC(C3)C1)C2,1,0.1,0,-1,-8,0,-2.7,4,-6
Cc1cc(C)c(NC(=O)CSc2nccn2C)c(C)c1,2,0.0,-6,6,2,-1,0.4,-4,-1
CC1CNCCN1S(=O)(=O)c1cccc2cnccc12 (configuration not stated),-40&-15,-0.1&-0.1,-2&-4,-5&1,7&-17,-5&-2,-1.1&2.5,5&-2,6&-2
COc1ccc(NC(=O)C2CCN(S(=O)(=O)c3cccs3)CC2)cc1OC,6,0.2,-2,x,x,x,-0.2,-2,1
O=C(O)/C=C/C(=O)Nc1ccccc1C(=O)Nc1ccccc1,1,-0.1,-1,6,3,-4,1.6,43,5
Cc1ccccc1NC(=O)c1sc(NC(=O)COc2ccccc2)c(C#N)c1C,-2,0.2,-5,3,2,1,0.2,-4,1
COC(=O)[C@@]12CCCCN1[C@H](c1ccc(-c3ccc(C(C)=O)cc3)c(OC)c1)[C@@H]1C(=O)N(C)C(=O)[C@@H]12,-8,x,-1,-4,9,1,-1.5,-3,-12
CC1CCN(C(=O)CSc2nnc(CNc3ccc(F)cc3)n2Cc2ccco2)CC1,12,0.2,-3,-16,2,0,3.2,23,-1
O=C(N/N=C/c1ccccn1)c1ccc(NC(=O)c2cccc([N+](=O)[O-])c2)cc1,4,-0.4,4,-1,13,-1,2.7,-1,-25
Cc1cc(C)n(CC(=O)N2CCCC(N3CCN(c4ccc(F)cc4)CC3)C2)n1 (configuration not stated),13,0.2,-3,1,1,1,0.2,-13,-6
CN(CC(=O)Nc1cccc(F)c1)C(=O)c1ccc(-c2cccc(C(F)(F)F)c2)o1,-1,-0.1,2,6,-2,-1,3.7,6,-12
CN(C)c1ccc(C(CC(=O)O)C(=O)O)cc1 (configuration not stated),27,0.0,-2,0,-12,-4,0.9,20,7
CCC(C)Nc1nc(-c2cccc(OC)c2O)nc2ccccc12 (configuration not stated),16,-0.1,1,4,5,-2,0.8,8,-4
Fc1ccccc1N1CCN(CC2CC3C=CC2C3)CC1 (configuration not stated),-1,0.0,-3,-4,9,3,2.4,11,-1
Cc1ccc(N2C(=O)N(CC(=O)Nc3ccc(C)cc3C)C(=O)C2C)cc1 (configuration not stated),10,-0.2,-3,0,-3,1,-1.6,6,3

# Nothing new here: entries from further up.
SMILES,PREPL inh,Efflux pump mplx,PP1 counter,CTSL1 counter,HCV core dimer,TPT1 inh,PP5 inh,JMJD2C inh,LYPLA2 counter
COc1ccc([C@H]2CC(=O)C=C(c3cc(Cl)cc(Cl)c3)C2)cc1,-17,-0.1,2,x,x,x,3.1,-2,5
O=C(CSc1nc2ccccc2s1)Nn1cnnc1,-4,0.1,1,-2,1,-3,-0.8,-2,-1
COc1ccc(NC(=O)Cn2c(C(C)C)nc(C)cc2=O)cc1Cl,3,0.0,-2,0,0,1,-0.4,20,3

# Carrying on:
SMILES,PREPL inh,Efflux pump mplx,PP1 counter,CTSL1 counter,HCV core dimer,TPT1 inh,PP5 inh,JMJD2C inh,LYPLA2 counter
CC(C)CCOc1cccc(OCC(=O)Nc2ccncc2)c1,-4,-0.1,8,2,-2,-3,1.0,-4,-1
Cc1ccccc1-n1c(O)cc(=O)[nH]c1=S,-13,0.0,2,-4,-7,1,1.9,-3,-4
Cc1cc(C)cc(OCCn2nnc3ccccc32)c1,4,0.3,-4,0,-9,2,6.7,-2,-1
CC(=O)Oc1ccc2ccc(=O)oc2c1,11,0.4,-2,-19,5,2,1.3,16,-8
O=S(=O)(c1cnc(Cl)c(Br)c1)N1CCCCCC1,9,0.3,1,-5,-1,0,1.9,5,1
CN(C)S(=O)(=O)c1cccc(NC(=O)c2cc3c(cc2Cl)N2CCCCCC2=NS3(=O)=O)c1,4,-0.1,-1,1,6,1,1.8,1,20
CC(C)OC(=O)c1cc2ccccc2oc1=O,7,-0.2,-2,-2,2,-1,1.5,9,1
COc1ccc(C(=O)CSc2ncnc3nc[nH]c23)cc1,3,0.0,-3,2,-3,0,1.1,-1,14
O=C(Cc1cccc(NC(=O)C2CCN(C(=O)CCc3ccccc3)CC2)c1)Nc1cccc(C(=O)N2CCCC2)c1,1,-0.2,0,x,x,x,-0.8,-6,0
CCc1ccc(-c2nc(CS(=O)CC(=O)NCc3ccc4c(c3)OCO4)c(C)o2)cc1 (configuration not stated),0,-0.1,4,-1,6,2,3.2,-13,0
NC(=O)NC(=O)c1nccnc1C(=O)O,10,0.2,12,-6,1,-1,1.6,0,-7
O=C(OCc1nc2ccc(Cl)cc2n1CCO)c1ccc(O)cc1,9,0.2,1,2,-4,0,1.9,9,4
COc1cccc(/C=C(/CC(=O)Nc2ccc(N3CCOCC3)cc2)c2nc3ccccc3s2)c1,6,-1.7,8,-3,16,9,1.2,2,3
COc1ccc(Nc2c(-c3ccco3)nc3ccc(C)cn23)cc1,-4,-0.3,3,2,-29,-3,0.6,6,-6
O=C(NC1CCCCC1)C(c1cccnc1)N(C(=O)c1csnn1)c1ccc(F)cc1 (configuration not stated),1,0.1,0,0,3,0,-0.6,2,-4
COC(=O)c1cc(OC)c(OC)cc1NC(=O)c1cccc(C)c1,18,0.1,1,3,-8,-2,4.0,10,-11
Cc1[nH]c2ccccc2c1C(=O)C(=O)N1CCOCC1,6,0.0,0,0,-4,1,-1.4,5,2
Cc1nc2ncnn2c(N2CCC(C(=O)NCC3CCCO3)CC2)c1Cc1ccccc1 (configuration not stated),0,-0.1,-3,-2,1,1,-0.6,x,2
COc1cc(S(=O)(=O)Nc2cccc(C)c2)ccc1NC(=O)c1ccncc1,2,0.1,3,-4,-2,1,2.2,-3,-9
CCOc1ccc(OCCC(=O)OCC(=O)Nc2cc(OCC)c(N3CCOCC3)cc2OCC)cc1,2,0.1,-5,2,7,1,2.2,-2,1
COc1ccc(Nc2nc(NCc3ccco3)nc(N3CCOCC3)n2)cc1,17,0.3,4,4,1,0,-0.2,-13,2
O=C(Cc1ccccc1)NC(=S)Nc1ccc(N2CCCCC2)cc1,15,0.1,7,-8,3,2,-0.9,11,-7
O=C(Nc1ccc(NS(=O)(=O)c2ccccc2)cc1)c1ccc(Cl)cc1,-2,0.0,0,0,0,3,0.6,32,-48
Cc1ccc(OCc2nnc(SCC(=O)NCc3ccco3)n2C)cc1,1,-0.2,-2,1,-5,-2,4.4,9,8
Cc1cc(C(F)F)n2ncc(C(=O)NCc3ccc(F)cc3)c2n1,4,0.2,5,2,-4,0,0.6,-7,10

# (cont.)
SMILES,PREPL inh,Efflux pump mplx,PP1 counter,CTSL1 counter,HCV core dimer,TPT1 inh,PP5 inh,JMJD2C inh,LYPLA2 counter
COc1ccc(N2C(=O)CC(SCCc3nc4ccccc4[nH]3)C2=O)cc1 (configuration not stated),2,-0.1,-1,1,-1,2,-1.0,-5,10
O=[N+]([O-])c1ccc(N/N=C/c2cccs2)nc1,4,-0.1,-3,4,-4,13,-2.3,-8,6
CCCOCn1cc(F)c(=O)[nH]c1=O,-1,0.1,-4,-1,4,-3,-0.2,-5,-5
O=C(NCCCN1CCOCC1)c1cc(-c2ccc(F)cc2)on1,10,0.0,-6,2,0,4,0.3,1,8
Cc1ccc(C(=O)N/C(=C/c2cccc([N+](=O)[O-])c2)C(=O)NCC2CCCO2)cc1 (configuration not stated),6,-0.1,-2,1,2,-1,-0.1,0,-2
Cc1cccc(N2CCN(C(=O)CCS(=O)(=O)c3ccc4c(c3)oc(=O)n4C)CC2)c1C,13,0.0,1,-4,6,6,-1.3,5,-4
Cc1ccc2c(c1)NC(=O)C(CC(=O)NCCCN1CCCCC1)O2 (configuration not stated),6,0.0,-5,-2,-4,-2,0.4,11,-10
CC(=O)N/C(=N/c1nc(C)cc(C)n1)Nc1ccc(F)cc1F,6,0.0,-4,-2,5,-1,-0.4,-23,-7
NS(=O)(=O)c1cc2c(cc1C(F)(F)F)NCNS2(=O)=O,-1,-0.1,-5,0,12,-1,0.1,40,1
CC(C)N(CC#CCC(O)(c1ccccc1)C1CCCC1)CCO (configuration not stated),7,0.0,0,0,3,-2,-0.6,3,3
COc1ccc(N(C(=O)c2ccco2)S(=O)(=O)c2ccccc2)cc1,22,-0.4,-1,-6,3,3,0.1,0,2
O=C(/C=C/c1cccc([N+](=O)[O-])c1)c1ccc([N+](=O)[O-])o1,10,-0.3,7,-1,11,0,2.9,4,3
CCCC(=O)N(Cc1cc2cc(C)ccc2[nH]c1=O)c1ccccc1OC,-14,-0.1,-1,-1,5,-5,3.3,-24,1
Cc1ccc(S(=O)(=O)CCC(=O)Nc2ccccc2C)cc1,-12,0.1,0,2,-3,-2,1.6,2,-5
Cc1ccc(-n2c(O)c(C=Nc3ccc(S(=O)(=O)Nc4ncccn4)cc3)c3ccccc3c2=O)cc1C,-2,0.1,-4,-3,18,1,-0.6,8,3
CCOc1ccc(NC(=O)CSc2nc3ccccc3nc2N2CCOCC2)cc1,-1,0.0,1,4,2,-1,-0.6,-1,-6
CCOc1cc(S(=O)(=O)NC2CCCC2)ccc1Cl,2,-0.1,-1,-2,2,-4,2.4,-6,3
O=C(C1CCC1)N1CCc2cc(S(=O)(=O)NCCN3CCN(c4ccccc4F)CC3)ccc21,-13,1.1*,4,-7,9,4,1.2,6,-5
O=C(COC(=O)c1ccccc1)c1ccc(Br)cc1,9,0.0,-1,-4,0,-1,2.2,-1,11
CC(=O)Oc1ccc(N(C(C)=O)S(=O)(=O)c2ccc(C)c([N+](=O)[O-])c2)cc1,7,-0.2,-3,-8,-5,-1,0.1,0,0
O=C(NCCN1CCOCC1)c1ccc2c(c1)N(Cc1ccccc1F)C(=O)CS2,-15,-0.1,0,27*,0,0,1.9,1,2
COc1cccc(-c2cc(C(=O)Nn3cnnc3)c3ccccc3n2)c1,-6,0.1,-2,1,9,2,-1.4,-8,-3
CN(C)S(=O)(=O)c1cccc(NC(=O)c2cc(-c3cccs3)nc3ccccc23)c1,-5,-0.1,1,-20,-22,-2,4.7,7,-59

# Bioassay records from PubChem BioAssay.
